Y pestis TopoI – Y. pestis Topo-I inhibition via cleavage products. Y. pestis Topo-I cleavage product accumulation, plate reader. activity, % at 10 µM. 0.064% of 360,000 active. AID 504884; in the data active means activity above about 50%, passing the limit was not always enough; further: inactives centre near 2
UGM FP inh – blocks M. tuberculosis UGM enzyme; P9WIQ1; purified UGM, fluorescence polarization probe displacement; inhibition, % at 10 µM; 0.06% of 320,000 active; in the data active means inhibition above about 10%, passing the limit was not always enough
FadD28 binding – blocks FadD28 binding to the bisubstrate probe. fluorescence polarization. inhibition, % at 12.5 µM. 0.22% of 360,000 active; in the data active means inhibition above about 8.5%, passing the limit was not always enough
Mtb BioA inh – BioA (M. tuberculosis) enzyme inhibition; purified M. tuberculosis BioA enzyme, plate reader; inhibition, % at 9.99 µM; 0.096% of 360,000 active; in the data active means inhibition above about 40%
PfHsp40 rescue – rescue of PfHsp40-mediated yeast toxicity; S. cerevisiae expressing PfHsp40, growth rescue, ATP luminescence; growth rescue, % at 12.5 µM; 0.68% of 340,000 active; AID 504582; in the data active means growth rescue above about 28%, passing the limit was not always enough;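 further: yeast W303a lacking pdr1 and pdr3 grown in galactose medium; growth measured after three days at 30 °C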
GDH-TPI inh – counter-screen for M. tuberculosis FBA inhibitors: GDH-TPI coupled enzymes; 1.2% of 360,000 active; GDH-TPI coupled enzyme counterscreen, NADH absorbance; inhibition, % at 4.8 µM; in the data active means inhibition above about 30%;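 further: 0% = DMSO wells and 100% = wells lacking the enzyme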
TcdB inh – TcdB glycohydrolase inhibition; P18177; TcdB glycohydrolase enzymatic assay, plate reader; inhibition, % at 9.99 µM; 0.24% of 350,000 active; AID 652162; in the data active means inhibition above about 10%
Target sequence (P18177 whole entry, looked up): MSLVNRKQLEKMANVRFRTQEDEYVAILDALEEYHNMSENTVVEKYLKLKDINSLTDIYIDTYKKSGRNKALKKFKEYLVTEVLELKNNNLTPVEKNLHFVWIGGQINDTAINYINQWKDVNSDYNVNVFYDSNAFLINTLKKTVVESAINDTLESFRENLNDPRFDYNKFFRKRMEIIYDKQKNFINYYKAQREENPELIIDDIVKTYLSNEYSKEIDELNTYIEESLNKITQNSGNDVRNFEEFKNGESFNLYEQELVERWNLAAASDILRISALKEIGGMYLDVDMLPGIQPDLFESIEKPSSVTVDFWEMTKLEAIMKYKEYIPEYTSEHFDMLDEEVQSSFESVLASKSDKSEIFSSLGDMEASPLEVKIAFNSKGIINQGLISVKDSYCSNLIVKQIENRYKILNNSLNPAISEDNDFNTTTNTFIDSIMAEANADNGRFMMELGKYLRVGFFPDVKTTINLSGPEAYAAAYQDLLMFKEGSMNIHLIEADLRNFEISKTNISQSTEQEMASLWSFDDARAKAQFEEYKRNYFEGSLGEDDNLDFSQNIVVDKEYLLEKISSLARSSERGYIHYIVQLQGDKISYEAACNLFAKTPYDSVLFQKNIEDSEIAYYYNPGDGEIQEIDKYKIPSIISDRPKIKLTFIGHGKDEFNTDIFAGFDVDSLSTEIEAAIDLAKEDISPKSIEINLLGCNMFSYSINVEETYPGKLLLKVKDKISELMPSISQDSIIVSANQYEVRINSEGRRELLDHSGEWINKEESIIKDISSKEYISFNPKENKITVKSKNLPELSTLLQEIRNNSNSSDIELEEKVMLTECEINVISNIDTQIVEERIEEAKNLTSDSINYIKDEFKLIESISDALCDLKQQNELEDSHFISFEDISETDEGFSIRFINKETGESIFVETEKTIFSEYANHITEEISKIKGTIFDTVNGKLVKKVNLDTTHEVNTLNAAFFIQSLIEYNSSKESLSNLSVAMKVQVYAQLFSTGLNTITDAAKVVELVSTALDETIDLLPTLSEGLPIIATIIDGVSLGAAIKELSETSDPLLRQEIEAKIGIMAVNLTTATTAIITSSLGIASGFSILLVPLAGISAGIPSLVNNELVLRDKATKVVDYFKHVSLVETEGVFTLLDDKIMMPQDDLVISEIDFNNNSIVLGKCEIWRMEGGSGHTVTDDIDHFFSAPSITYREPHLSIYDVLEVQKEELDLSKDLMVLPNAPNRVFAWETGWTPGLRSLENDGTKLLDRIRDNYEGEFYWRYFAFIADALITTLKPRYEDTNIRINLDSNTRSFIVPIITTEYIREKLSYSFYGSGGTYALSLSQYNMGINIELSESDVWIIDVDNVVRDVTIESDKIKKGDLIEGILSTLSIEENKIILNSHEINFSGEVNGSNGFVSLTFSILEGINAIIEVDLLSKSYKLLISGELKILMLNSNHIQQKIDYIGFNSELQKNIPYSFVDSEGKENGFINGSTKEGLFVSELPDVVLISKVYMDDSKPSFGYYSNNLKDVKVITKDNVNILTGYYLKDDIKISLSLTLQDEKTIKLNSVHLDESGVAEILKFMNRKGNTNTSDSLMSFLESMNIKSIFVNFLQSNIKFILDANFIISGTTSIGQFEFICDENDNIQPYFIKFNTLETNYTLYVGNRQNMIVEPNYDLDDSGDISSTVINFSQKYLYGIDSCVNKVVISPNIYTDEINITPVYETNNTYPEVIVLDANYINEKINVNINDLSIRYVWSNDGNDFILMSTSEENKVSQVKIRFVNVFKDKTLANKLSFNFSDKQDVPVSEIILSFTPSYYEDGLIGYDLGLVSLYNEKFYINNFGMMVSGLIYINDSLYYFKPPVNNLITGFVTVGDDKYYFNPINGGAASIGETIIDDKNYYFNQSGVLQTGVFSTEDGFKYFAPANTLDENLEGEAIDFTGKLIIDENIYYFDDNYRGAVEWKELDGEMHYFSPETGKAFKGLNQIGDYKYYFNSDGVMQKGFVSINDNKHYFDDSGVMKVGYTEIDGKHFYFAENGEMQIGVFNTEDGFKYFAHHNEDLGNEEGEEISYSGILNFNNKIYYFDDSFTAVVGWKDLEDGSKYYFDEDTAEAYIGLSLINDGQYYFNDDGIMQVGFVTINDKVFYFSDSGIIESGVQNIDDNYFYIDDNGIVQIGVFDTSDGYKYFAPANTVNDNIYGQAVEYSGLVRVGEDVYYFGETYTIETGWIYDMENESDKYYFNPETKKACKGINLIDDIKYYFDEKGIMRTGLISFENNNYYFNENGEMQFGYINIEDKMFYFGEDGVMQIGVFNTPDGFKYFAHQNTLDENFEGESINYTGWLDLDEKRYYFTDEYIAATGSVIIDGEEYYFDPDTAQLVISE
Vc quorum ag – quorum light induction in luxS cqsA deficient V. cholerae; activation, % at 18.7 µM; 0.16% of 350,000 active; V. cholerae BH1578 lux reporter, luminescence, 6 h; in the data active means activation mostly above about 9.7%, no sharp cut-off; further: not every result past the cut was called active; inactives centre near 0; reference of the scale not given here
FBA Mtb inh – Mtb fructose-bisphosphate aldolase inhibition | purified M. tuberculosis FBA, fluorescence read-out | inhibition, % at 1 µM | 2.3% of 360,000 active | AID 588726; in the data active means inhibition above about 27%;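 further: 0% = vehicle and 100% = reference inhibitor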
Active calls of the source: *; i = inactive; . = not tested or not shown; & = joins results of further samples.

Start of the listing, in advance, 6 compounds:
Field names: A = Y pestis TopoI; B = UGM FP inh; C = FadD28 binding; D = Mtb BioA inh; E = PfHsp40 rescue; F = GDH-TPI inh; G = TcdB inh; H = Vc quorum ag; I = FBA Mtb inh
Molecule: COc1ccc(-n2c(N)cc(=O)nc2SCC(=O)N2CCN(c3ccccc3)CC2)cc1
  A: 3	B: 3.4	C: 0.3	D: 2.3	E: -0.5	F: 2	G: 0.4	H: 1.2	I: 8
Molecule: Cc1cccc(NC(=O)CCc2c(C)nn(-c3ccc(N4CCOCC4)nn3)c2C)c1
  A: 15	B: 3.0	C: -3.8	D: -0.3	E: 1.4	F: 9	G: 0.5	H: -0.3	I: 0
Molecule: CCOP(=S)(OCC)Oc1cc(C)oc(=O)c1Cl
  A: 3	B: -3.2	C: 0.2	D: .	E: -0.6	F: -4	G: 1.2	H: 1.5	I: -3
Molecule: CC(C)(C)N(Cc1ccccc1)C(=O)COC(=O)C1CCN(c2ccc(C(F)(F)F)cn2)CC1
  A: 28	B: -0.8	C: -2.5	D: -0.8	E: 0.6	F: 0	G: -1.2	H: i	I: -2
Molecule: COCCCNC(=O)c1c(N)n(/N=C/c2cccs2)c2nc3ccccc3nc12
  A: 10	B: -2.0	C: -1.3	D: -0.6	E: 1.0	F: 0	G: .	H: i	I: -1
Molecule: Cc1cc2ncc(C(=O)Nc3ccccc3)c(C)n2n1
  A: -4	B: 3.2	C: -0.1	D: .	E: -0.4	F: -2	G: .	H: i	I: 2

All compounds of this part (from the top)
Field names: A = Y pestis TopoI; B = UGM FP inh; C = FadD28 binding; D = Mtb BioA inh; E = PfHsp40 rescue; F = GDH-TPI inh; G = TcdB inh; H = Vc quorum ag; I = FBA Mtb inh
Molecule: COc1ccc(-n2c(N)cc(=O)nc2SCC(=O)N2CCN(c3ccccc3)CC2)cc1
  A: 3	B: 3.4	C: 0.3	D: 2.3	E: -0.5	F: 2	G: 0.4	H: 1.2	I: 8
Molecule: Cc1cccc(NC(=O)CCc2c(C)nn(-c3ccc(N4CCOCC4)nn3)c2C)c1
  A: 15	B: 3.0	C: -3.8	D: -0.3	E: 1.4	F: 9	G: 0.5	H: -0.3	I: 0
Molecule: CCOP(=S)(OCC)Oc1cc(C)oc(=O)c1Cl
  A: 3	B: -3.2	C: 0.2	D: .	E: -0.6	F: -4	G: 1.2	H: 1.5	I: -3
Molecule: CC(C)(C)N(Cc1ccccc1)C(=O)COC(=O)C1CCN(c2ccc(C(F)(F)F)cn2)CC1
  A: 28	B: -0.8	C: -2.5	D: -0.8	E: 0.6	F: 0	G: -1.2	H: i	I: -2
Molecule: COCCCNC(=O)c1c(N)n(/N=C/c2cccs2)c2nc3ccccc3nc12
  A: 10	B: -2.0	C: -1.3	D: -0.6	E: 1.0	F: 0	G: .	H: i	I: -1
Molecule: Cc1cc2ncc(C(=O)Nc3ccccc3)c(C)n2n1
  A: -4	B: 3.2	C: -0.1	D: .	E: -0.4	F: -2	G: .	H: i	I: 2
Molecule: CN(C)c1ccc(C2(O)C(=O)c3ccccc3C2=O)cc1
  A: -3	B: 1.2	C: -4.4	D: 0.2	E: -0.3	F: 9	G: -0.5	H: 8.3	I: -1
Molecule: COc1cc2ccccc2cc1C(=O)N1CCN(c2ccccn2)CC1
  A: 25	B: -0.9	C: -3.7	D: 7.6	E: 2.1	F: -13	G: -0.4	H: -0.3	I: 1
Molecule: COc1ccc(-c2cc(C(F)(F)F)nc(S(C)(=O)=O)n2)cc1OC
  A: 0	B: 1.1	C: -7.3	D: 12	E: 1.6	F: 22	G: .	H: i	I: 2
Molecule: COc1ccc(-c2cc(C(=O)OC(C)C(=O)Nc3c(C)n(C)n(-c4ccccc4)c3=O)c3ccccc3n2)cc1 (stereo not drawn)
  A: 23	B: -4.8	C: -10	D: .	E: 0.7	F: 12	G: .	H: -0.3	I: 1
Molecule: COc1ccc(CCn2c(=O)[nH]c3cc(C(=O)N4CCN(c5ccccn5)CC4)ccc3c2=O)cc1OC
  A: 19	B: -1.8	C: 0.1	D: 0.9	E: -0.2	F: 3	G: 0.3	H: -0.2	I: -1
Molecule: CCN(CC)CCNC(=O)c1ccc(NC(=O)c2ccc(F)cc2)cc1
  A: -1	B: 0.4	C: -4.0	D: .	E: -0.1	F: -2	G: 1.6	H: i	I: 2
Molecule: Cc1ccc2c(c1)/C(=N/N1C(=O)c3ccccc3C1=O)C(=O)N2
  A: -1	B: 1.0	C: -2.4	D: .	E: 0.6	F: 25	G: .	H: i	I: -6
Molecule: Cc1ccc(C(=O)N/N=C\c2cccc(OC(=O)c3cccc(F)c3)c2)cn1
  A: 30	B: -0.1	C: -8.0	D: -0.5	E: 0.4	F: -10	G: 1.5	H: -0.3	I: -1
Molecule: Cc1cc(C)cc(C(O)c2ncc(-c3ccc(F)cc3)[nH]2)c1 (stereo not drawn)
  A: -6	B: .	C: -0.2	D: -2.2	E: .	F: 12	G: .	H: 0.8	I: 7
Molecule: CC(=O)N1c2ccc(S(=O)(=O)N3CCC(C(=O)Nc4cccc(Cl)c4)CC3)cc2CC1C (stereo not drawn)
  A: 3	B: 2.2	C: 2.0	D: 3.5	E: 0.4	F: -2	G: -13	H: 0.1	I: 4
Molecule: Cc1cc(NC(=O)C2CCCCC2C(=O)O)no1 (stereo not drawn)
  A: 4	B: 0.9	C: -3.4	D: 0.3	E: -0.2	F: -8	G: .	H: i	I: 0
Molecule: COc1cc(CN2CCNC(=O)C2CC(=O)N(C)Cc2ncc[nH]2)cc(OC)c1 (stereo not drawn)
  A: -3	B: 0.7	C: 0.1	D: -1.0	E: -1.5	F: -1	G: 0.8	H: -0.5	I: 6
Molecule: O=C(CN1CCN(c2cccc(Cl)c2)CC1)Nc1nccs1
  A: -4	B: -0.4	C: 0.1	D: .	E: -0.2	F: 4	G: -0.2	H: 2.6	I: -4
Molecule: O=c1[nH]c(/C=C\c2cccs2)nc(O)c1[N+](=O)[O-]
  A: 9	B: 0.3	C: -0.5	D: 0.9	E: -1.1	F: 21	G: -1.3	H: -0.3	I: -4
Molecule: CC1CN(C(=O)c2ccccc2Sc2ccccc2C#N)CC(C)O1 (stereo not drawn)
  A: 2	B: -0.9	C: -0.1	D: 2.3	E: 0.1	F: -4	G: .	H: i	I: -1
Molecule: COCc1cccc(-c2csc(C(C)(O)c3ccccc3)n2)c1 (stereo not drawn)
  A: 5	B: .	C: -2.3	D: 0.8	E: .	F: 6	G: -0.2	H: -0.6	I: -1
Molecule: Cc1cc(N2CCOCC2)ccc1/C=C1\C(=O)NC(=O)N(c2ccccc2)C1=O
  A: 0	B: 1.5	C: 0.4	D: .	E: -0.6	F: 22	G: 0.0	H: 1.2	I: -2
Molecule: COc1nc(Nc2nc3ccccc3c(=O)[nH]2)nc2ccc(C)cc12
  A: 2	B: 0.7	C: -3.3	D: -1.7	E: -1.7	F: 11	G: 1.6	H: -0.7	I: -5
Molecule: N#Cc1ccc(NC(=O)CCNC(=O)c2ccco2)cc1Cl
  A: -1	B: 0.4	C: 2.6	D: 0.9	E: 1.1	F: -2	G: 0.9	H: 1.2	I: 8
Molecule: CC1CC(C)(C)N(C(=O)CN2C(=O)CCC2=O)c2ccccc21 (stereo not drawn)
  A: -4	B: 0.9	C: -1.0	D: -1.0	E: -1.2	F: 6	G: 3.1	H: -0.5	I: -6
Molecule: COc1cc(OC)cc(-c2c(-c3cccs3)c3cc(-c4ccc(SC)cc4)ccc3n2C)c1
  A: -5	B: -1.1	C: -0.5	D: 0.5	E: -0.4	F: 9	G: -0.1	H: -3.6	I: 0
Molecule: Cc1cc(Cl)c(S(=O)(=O)Nc2ccc(Cl)cn2)cc1OCC(N)=O
  A: 2	B: -2.6	C: 0.0	D: -1.1	E: -1.2	F: 3	G: .	H: .	I: 7
Molecule: CCc1ccc(C(=O)/C=C/Nc2ccc(S(=O)(=O)Nc3cnc4ccccc4n3)cc2)cc1
  A: -2&11	B: 0.4	C: -3.1&1.0	D: -1.4	E: -1.7&-0.8	F: -3&19	G: 0.4&0.0	H: 0.4&-0.3	I: 0&1
Molecule: O=C(COC(=O)C1CCCCC1)Nc1cc([N+](=O)[O-])ccc1F
  A: 1	B: -1.2	C: -3.6	D: .	E: -1.0	F: -12	G: 1.1	H: 0.4	I: 0
Molecule: O=C(c1ccco1)N1CCN(Cc2cc(=O)c(OCc3ccccc3)co2)CC1
  A: 0	B: 0.4	C: -1.3	D: 0.3	E: -0.7	F: 1	G: 1.3	H: -2.8	I: 5
Molecule: O=C(c1ccccn1)c1cc2ccccc2n1S(=O)(=O)c1ccccc1
  A: -1	B: .	C: -0.2	D: .	E: -0.1	F: 0	G: .	H: -2.6	I: 3
Molecule: Cc1ccc(S(=O)(=O)N(C)C)cc1NC(=O)COc1cccc(-n2cnnn2)c1
  A: 4	B: .	C: 0.1	D: -0.6	E: -0.2	F: -1	G: 0.7	H: -0.1	I: 6
Molecule: Clc1ccc(-c2nc3ccc(Cl)cn3c2Cc2cccc(Cl)c2)cc1
  A: .	B: .	C: -2.1	D: -3.4	E: .	F: .	G: -0.5	H: .	I: -1
Molecule: O=[N+]([O-])c1cccc(/C=N/n2cnnc2)c1
  A: 3	B: 2.3	C: -2.4	D: -1.0	E: -0.4	F: -2	G: 0.7	H: i	I: 0
Molecule: CC(C(=O)NCCN1CCOCC1)(c1ccccc1)c1ccccc1
  A: 2	B: -2.3	C: -1.2	D: -0.8	E: -0.6	F: 1	G: 1.0	H: i	I: 3
Molecule: CCCC(C(=O)NC1CCCC1)N(Cc1ccccc1Cl)C(=O)c1snc(C(N)=O)c1N (stereo not drawn)
  A: -2	B: -3.5	C: -4.2	D: -0.1	E: -0.2	F: -8	G: -0.3	H: -0.9	I: 7
Molecule: Cn1nc(NC(=O)C(C)(C)C)c2c(F)cccc21
  A: -5	B: 3.5	C: 1.0	D: -3.7	E: 0.2	F: 4	G: 1.4	H: i	I: 6
Molecule: COc1ccc(C(=O)CC(=O)c2ccccc2)cc1
  A: 1	B: -0.5	C: -1.1	D: 1.9	E: .	F: 12	G: 1.1	H: -0.6	I: 1
Molecule: CCc1ccc2nc(N(CCCN(C)C)C(=O)c3ccc4c(c3)OCCO4)sc2c1
  A: -4	B: -0.8	C: -1.5	D: 1.4	E: 0.2	F: -6	G: 2.3	H: i	I: 0
Molecule: CCCn1c(-c2cccs2)nc2ccccc21
  A: 6	B: -0.4	C: -5.0	D: -0.2	E: -0.9	F: 20	G: .	H: i	I: 74*
Molecule: CCOc1cc(OCC)cc(C(=O)Nc2cccc(C(C)=O)c2)c1
  A: -2	B: -0.9	C: -0.1	D: -0.5	E: 0.2	F: 0	G: .	H: -0.2	I: -1
Molecule: CC1(C(=O)NCc2cccc3ccccc23)CCN1CCc1ccccc1 (stereo not drawn)
  A: 33	B: .	C: -6.0	D: -0.8	E: .	F: -3	G: 2.7	H: i	I: -3
Molecule: COC(=O)c1cn(CC(=O)N2C(C)CCCC2C)c2ccccc12 (stereo not drawn)
  A: 3	B: 0.4	C: -3.0	D: 0.1	E: 2.9	F: 3	G: .	H: i	I: 0
Molecule: CC(c1nnc(SCC(=O)Nc2ccc3[nH]c(=O)[nH]c3c2)n1Cc1ccccc1)N(C)C (stereo not drawn)
  A: 5	B: 0.6	C: -0.8	D: -0.8	E: -0.1	F: 2	G: .	H: -0.8	I: 1
Molecule: CCCCN(C)C(=O)CCC(=O)NNc1nc2ccccc2c2nc(C)nn12
  A: -2	B: 5.5	C: -1.3	D: .	E: -0.4	F: 4	G: .	H: -0.2	I: 3
Molecule: Cc1nc2nc(C)c(NS(=O)(=O)c3ccc(Cl)s3)c(=O)n2[nH]1
  A: 11	B: 0.8	C: 1.6	D: 1.8	E: -1.0	F: 1	G: 0.6	H: -0.2	I: 0
Molecule: O=C1C2C3c4ccccc4C(c4ccccc43)C2C(=O)N1CN1CCOCC1 (stereo not drawn)
  A: 4	B: -2.1	C: -1.3	D: -1.1	E: 2.8	F: -3	G: 1.4	H: -3.6	I: -2
